Bioassay records: PubChem BioAssay, several laboratories
hgDAF12 agonist: agonists of H. glycines DAF-12 nuclear receptor. HEK293 GAL4-hgDAF12 UAS-luciferase reporter, agonist luminescence; normalized to butyrate control. activation, % at 6.8 µM. actives 1.8% (n = 370,000). AID 687014;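 active = activation above a cutoff set at the mean of all screened compounds plus 3 SD, cut at about 10% in these data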;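 note: 0% = DMSO wells and 100% = sodium butyrate wells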
hcDAF-12 act: activates DAF-12 receptor from parasite H. contortus. HEK293 hcDAF-12 lit1-tk-luc reporter, luminescence; 0% DMSO, 100% Δ7-dafachronic acid. activation, % at 6.8 µM. actives 1.4% (n = 370,000);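 active = activation above the mean of all tested compounds plus 3 SD, cut at about 5.5% in these data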;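 note: 100% = response to 3 µM Δ7-dafachronic acid high control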
FXN GAA850 act: increases GAA850 frataxin promoter reporter activity | HEK293 lucGAA850 FXN promoter luciferase reporter, 24 h; percent of 10 µM SAHA response | activation, % at 6 µM | actives 0.56% (n = 360,000);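 active = activation above the average of all compounds screened plus 3 SD, cutoff fixed separately per campaign, cut at about 7.5% in these data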;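 note: 0% = DMSO wells and 100% = 10 µM SAHA wells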
ADAM17 inh: inhibits human ADAM17. recombinant ADAM17, EDANS/DABCYL FRET peptide cleavage. inhibition, % at 6.95 µM. actives 0.83% (n = 370,000). AID 720648;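 active = inhibition above the mean of compounds lying between control limits plus 3 SD, set per campaign, cut at about 8.5% in these data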;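 note: 0% = DMSO-only wells as the low control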
ADAM10 inh: inhibitors of human ADAM10. O14672. recombinant ADAM10, EDANS/DABCYL FRET peptide cleavage, 3 h. inhibition, % at 7 µM. actives 0.62% (n = 370,000). AID 720582;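 active = inhibition above a per-campaign cutoff equal to the mean of compounds falling between control-based bounds plus 3 SD, cut at about 20% in these data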;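 note: 0% = DMSO wells while the 100% control is not disclosed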
Target sequence (O14672 214-748 limits assumed): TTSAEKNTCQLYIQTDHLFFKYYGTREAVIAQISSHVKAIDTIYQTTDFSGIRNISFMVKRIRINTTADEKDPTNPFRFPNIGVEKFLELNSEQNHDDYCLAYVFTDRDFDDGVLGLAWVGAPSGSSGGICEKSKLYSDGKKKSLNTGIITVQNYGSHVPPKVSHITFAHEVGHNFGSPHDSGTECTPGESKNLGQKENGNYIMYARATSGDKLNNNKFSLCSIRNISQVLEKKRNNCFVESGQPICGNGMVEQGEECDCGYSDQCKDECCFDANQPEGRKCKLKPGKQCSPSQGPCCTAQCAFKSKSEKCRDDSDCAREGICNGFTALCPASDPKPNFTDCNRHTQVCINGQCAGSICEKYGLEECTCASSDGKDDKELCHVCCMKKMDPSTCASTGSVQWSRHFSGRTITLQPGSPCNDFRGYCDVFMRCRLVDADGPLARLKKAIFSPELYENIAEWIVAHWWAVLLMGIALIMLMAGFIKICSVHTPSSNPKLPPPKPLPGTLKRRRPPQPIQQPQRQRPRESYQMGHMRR
SMARCA2 act: increases SMARCA2 function in MMTV reporter cells; MG213 cells, MMTV-luciferase reporter, dexamethasone, overnight; activation, % at 9.1 µM; actives 1% (n = 370,000); in the data active = activation above about 7.8%;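 note: 0% = vehicle wells and 100% = reference activator wells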
DAX1 inh-1: blocks DAX1 repression of SF-1 activated StAR promoter; HEK293T StAR-luciferase reporter, SF-1/DAX-1 repression relief; inhibition, % at 6.8 µM; actives 1.1% (n = 370,000); AID 652010;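 active = inhibition above the mean over all tested compounds plus 3 SD, cut at about 3.6% in these data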;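 note: 0% = DAX-1 cells with DMSO and 100% = cells lacking DAX-1 with DMSO; higher inhibition means more luminescence from relief of DAX-1 repression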
PG9 Ab binder: binds the HIV-1 gp120 antibody PG9; inhibition, % at 6.7 µM; TR-FRET gp120-PG9 antibody binding; actives 0.43% (n = 360,000); AID 624416; in the data active = inhibition above about 8.5%
DAX1 inh-2: NR0B1 (DAX1) inhibition; AID 504766; actives 0.99% (n = 340,000); inhibition, % at 6.75 µM; HEK293 Gal4-DAX1 luciferase reporter, luminescence;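 active = inhibition above the mean over all tested compounds plus 3 SD, cut at about 4.2% in these data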;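 note: 0% = DAX1-transfected cells with DMSO and 100% = empty-vector control cells with DMSO; inhibition shows as a rise in luminescence from relieved DAX1 repression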
Target sequence (P51843 207-470 limits assumed): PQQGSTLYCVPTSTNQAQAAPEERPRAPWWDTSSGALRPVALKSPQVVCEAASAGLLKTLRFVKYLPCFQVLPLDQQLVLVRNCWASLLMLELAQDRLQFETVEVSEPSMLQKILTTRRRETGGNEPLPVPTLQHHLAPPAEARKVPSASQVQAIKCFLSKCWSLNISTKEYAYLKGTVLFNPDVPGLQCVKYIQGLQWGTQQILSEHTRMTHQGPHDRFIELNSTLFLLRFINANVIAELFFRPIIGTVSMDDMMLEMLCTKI
ssDAF12 agonist: S. stercoralis DAF-12 activation, primary screen. activation, % at 6.8 µM. actives 1% (n = 370,000). HEK293 ssDAF-12/GRIP1 lit1-tk-luc reporter, luminescence; % of 3 µM dafachronic acid response;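 active = activation above the mean over all tested compounds plus 3 SD, cut at about 0.9% in these data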;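 note: 0% = DMSO-only wells and 100% = 3 µM delta7-dafachronic acid wells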
NPR1 activator: GC-A (human) enzyme activation | P16066 | HEK293 GC-A cells, cGMP TR-FRET, EC30 ANP; 0% at EC30 ANP, 100% saturating ANP | activation, % at 10 µM | actives 0.14% (n = 370,000) | AID 1671463; in the data active = activation above about 40%
* = called active by the depositor; · = not tested or not shown.

Second line of a record – hgDAF12 agonist, hcDAF-12 act, FXN GAA850 act, ADAM17 inh, ADAM10 inh, SMARCA2 act, DAX1 inh-1, PG9 Ab binder, DAX1 inh-2, ssDAF12 agonist, NPR1 activator
CCN(CC)c1ccc(/C=N/NC(=O)c2cccc(S(=O)(=O)Nc3ccccc3OC)c2)cc1
→ 2.2, -1.3, 0.0, 0, 0, 0, -0.9, -3.9, 0.0, -1.6, 2
Cc1ccc(NC(=O)CN(C)C(=O)COc2c(Cl)cc(Cl)c3ccc(C)nc23)cc1
→ 1.4, 1.0, 0.9, -1, -4, 0, 0.3, 0.1, -1.0, -0.7, -7
COc1ccccc1NC(=O)N1CCCC(C(=O)Nc2cccc(C)c2C)C1 (stereo not drawn)
→ 0.3, -0.1, 0.3, 2, 4, -2, 0.2, 1.8, 7.5*, -1.4, 0
CCC(=O)N1CCC1(C)C(=O)Nc1cc(-c2ccccc2)nn1C (stereo not drawn)
→ 11*, -0.7, 2.1, 1, -3, 10*, 3.2, 1.0, ·, -0.8, 1
COc1cc(S(=O)(=O)NCc2ccccc2)ccc1-n1cnnn1
→ -0.9, -2.5, -0.3, -3, -6, 2, -0.3, -3.6, 0.2, -1.2, -2
COc1ccc(CC(=O)Nc2cccc(-c3cn4ccccc4n3)c2)cc1
→ 1.1, -0.3, 3.5, -35, -121, 6, -0.4, -4.8, 5.4*, -2.0, 2
CN(C)CCn1c(NCc2ccc3c(c2)OCO3)nc2ccccc21
→ -0.1, -0.9, 1.9, -1, -3, -2, -0.1, 2.0, 1.1, -1.8, -1
Cc1ccc(N(Cc2ccccc2)C(=O)c2cccc(S(=O)(=O)N3CCN(C)CC3)c2)cc1
→ -1.2, -1.3, 1.1, -2, -12, -2, -1.6, -1.9, -1.1, -1.4, -2
C=CCNC(=O)CN1c2cccc3cccc(c23)S1(=O)=O
→ -0.9, -0.5, -0.6, -70, -160, -1, 0.2, 1.4, 0.1, -1.1, 1
Cn1nc(C(=O)OCC(=O)Nc2ccc(SC(F)F)cc2)c2ccccc2c1=O
→ 0.1, -1.9, 1.6, 7, -6, -1, 2.8, -0.4, 1.7, -0.4, 4
Cn1ncc2c(NNC(=O)c3ccc(Cl)c(Cl)c3)ncnc21
→ 2.9, -1.4, 0.8, 1, 6, 2, -0.7, -2.4, -1.1, -0.9, 2
O=C(NC(=S)NC1CCSC1=O)c1ccccc1F (stereo not drawn)
→ -0.7, 0.4, -2.5, 2, 4, -1, -0.3, 1.6, -1.3, -1.0, 0
CCOC1=C2CN(S(=O)(=O)c3ccc(C)cc3)[C@H](c3ccccc3)C[C@H]2[C@H]2C(=O)N(c3ccccc3)C(=O)[C@H]2C1
→ -0.7, -0.4, ·, -1, 1, -1, 4.0*, 3.1, ·, -1.2, 1
O=C(CCNC(=O)c1ccco1)Nc1ccc(Cl)cc1F
→ 1.1, -0.8, -0.8, 3, -6, -2, 0.3, -1.5, -1.3, -1.0, 0
CCOc1ccc(NC(=O)C(CC)n2nc(C)c3c(C)n(-c4ccccc4)nc3c2=O)cc1 (stereo not drawn)
→ -1.8, -3.0, -1.2, -3, -9, -3, -4.2, -1.2, -0.2, -1.4, -6
COc1ccc(S(=O)(=O)N2CCOC2CNC(=O)C(=O)NCCc2ccccc2)cc1OC (stereo not drawn)
→ -3.8, -2.2, 3.8, -4, -7, 0, -0.2, -0.8, 0.2, -1.8, 2
COc1ccc(OC)c(NC(=O)CC2C(=O)NCCN2C(=O)Nc2cccc(Cl)c2)c1 (stereo not drawn)
→ -1.7, -0.4, -0.7, -1, 9, 2, 0.1, -4.1, 0.5, -1.7, 3
NNC(=O)CC1=NNC(=O)C1
→ -0.4, 1.8, 0.3, -1, -5, 3, 0.2, 0.0, -0.4, -0.9, -1
COc1ccc(C=O)cc1Oc1nc(Cl)ncc1F
→ -1.6, -0.7, 0.7, -6, 2, -2, 0.2, 0.3, -0.5, -1.8, -1
Cc1nnc(SCC(=O)NC(=O)Nc2ccc3c(c2)OCCO3)s1
→ 1.9, 0.7, 0.4, 0, -1, 11*, 0.8, 0.0, 2.6, -1.8, 0
COc1ccccc1NC(=O)CSCC(N)=O
→ 0.8, 2.7, 1.4, -2, -14, 1, 1.3, -0.4, 0.7, -0.4, 4
COc1ccc(NC(=O)c2c(NC(=O)CCC(=O)O)sc(-c3ccccc3)c2C)cc1
→ -0.4, -0.6, 1.6, -1, -1, -1, -0.1, 2.9, 1.7, -1.4, -4
O=S(=O)(NCc1ccco1)c1cccc(S(=O)(=O)N2CCCCC2)c1
→ -2.4, -1.6, -2.6, 2, -4, -5, -0.6, 0.6, 0.0, -1.8, -1
CCCCCCNC(=O)c1ccc(Br)o1
→ 0.4, -0.1, 0.2, -1, 2, 0, 0.0, -1.6, 1.9, -0.7, 5
CCOc1ccc(CNS(=O)(=O)c2cccs2)cc1OCC
→ -0.8, -1.9, 0.4, -3, 3, -1, 0.0, -1.6, -0.5, -0.8, -4
CC(C)(C)c1ccc(OCC(=O)NNC(=O)CCc2ccccc2)cc1
→ -1.6, -2.1, -2.1, -2, 2, -3, -0.6, -0.7, 1.4, -1.4, -4
CC(=O)Nc1ccc(Nc2nnc(-c3ccc(C)c(S(=O)(=O)NCC4CCCO4)c3)c3ccccc23)cc1 (stereo not drawn)
→ 1.3, -0.9, -0.5, -1, 0, -5, -0.3, 0.9, -0.2, 0.1, 6
CCCCc1nnc(NC(=O)CN2C(=O)C3CCCCC3C2=O)s1 (stereo not drawn)
→ 2.8, -1.5, 0.8, -1, -9, -2, 0.3, 2.5, 0.2, -0.9, 3
O=C(c1ccc([N+](=O)[O-])cc1)N1CCN=C1SCc1ccccc1
→ -3.3, 1.6, 0.3, 1, 7, 0, -0.4, 0.4, -0.6, -1.1, 3
CCOC(=O)c1c(NS(=O)(=O)Cc2ccccc2)sc2c1CCCC2
→ -2.3, 0.1, -0.4, 2, 5, -3, -0.3, 1.0, -0.8, -1.5, 4
Cc1cccc(CNCc2ccccc2)c1
→ 0.0, -0.2, 0.0, 4, 5, 3, 0.1, -2.3, -0.1, -0.2, 1
Cn1ncc2c(Nc3ccccc3Cl)nc(Nc3ccccc3Cl)nc21
→ -1.7, -1.0, 3.4, -2, -6, 0, -0.4, -0.9, -0.1, -1.5, 3
CSc1cccc(NC(=O)CCCn2c(=O)c3cccn3c3cccnc32)c1
→ -2.3, -2.6, 2.6, 0, -13, 0, -0.5, 12*, -0.5, -0.6, 11
CC(C)[C@H](NS(=O)(=O)c1ccccc1)C(=O)OCC(=O)N1N=C(c2ccc(Cl)cc2)CC1c1ccco1 (stereo partly drawn)
→ 1.5, -1.1, 0.3, 2, 7, -6, -0.8, 0.9, 0.5, -1.0, 11
Cc1ccc([C@@H]2CC=C(C(=O)O)[C@H](c3ccccc3F)N2S(=O)(=O)c2ccc(C)cc2)cc1
→ -0.3, -2.2, -0.4, -1, 0, 0, 0.4, -0.1, -0.5, -1.4, -1
COc1cccc(NC(=O)CN(C)C(=O)c2ccc(NC(=O)CC3SC(N4CCCCC4)=NC3=O)cc2)c1 (stereo not drawn)
→ 1.5, -2.0, -0.5, 0, -8, 1, -0.1, -1.1, 0.4, -1.2, 4
CCN1CCN(CC(=O)Nc2ccc3c(c2)OCCO3)C(=O)C1=O
→ 2.3, 1.9, 0.1, 3, -2, 1, 0.1, 1.8, -0.2, -0.5, 2
O=C(O)Cc1c(-c2ccccc2Cl)c2cc(Br)ccc2[nH]c1=O
→ 2.2, -2.4, 0.6, -4, -14, -3, 0.7, 1.6, -1.2, -1.1, -4
CCN1C(=O)C2(Nc3ccccc3-c3nc4ccccc4n32)c2cc(OC)ccc21 (stereo not drawn)
→ -2.1, -2.9, -6.5, -2, -10, -2, -0.6, -0.6, -1.9, -1.1, -22
Cc1cc(C)nc(N/N=C/C2=C(O)CC(c3ccccc3)CC2=O)n1 (stereo not drawn)
→ -6.1, -0.6, ·, 4, -7, -4, -1.4, -4.6, ·, -1.6, 2
CCCC(=O)N1c2ccccc2NC2=C(C(=O)CCC2)C1c1ccc(F)cc1 (stereo not drawn)
→ -1.7, -1.2, 0.2, -1, -6, -2, 0.0, 0.3, 0.0, -2.1, -3
O=C(OCc1ccc([N+](=O)[O-])cc1)c1cc(S(=O)(=O)N2CCCCC2)ccc1N1CCOCC1
→ -0.1, 2.2, 1.0, -1, -2, 4, 0.2, -1.8, 0.3, -1.0, -1
S=C(NCc1cccs1)Nc1ccc(Br)cc1Cl
→ 1.3, 4.0, 2.5, 5, 12, 0, -0.5, -1.0, 1.1, -1.4, 2
O=C(NCc1ccc(F)cc1)c1cc(C2CCCCN2C(=O)CCCc2ccccc2)on1 (stereo not drawn)
→ 2.0, -1.1, 0.8, 2, 6, 0, -1.6, -2.2, ·, -1.2, -3
CCN(CC)C(=O)Cn1cc(C(=O)C(=O)NCCCN2CCOCC2)c2ccccc21
→ 1.4, -0.2, -0.3, -3, -7, 0, -0.2, 2.3, -0.5, -0.7, 1
CCN(CC)Cc1c(C(=O)N/N=C/c2cccnc2)nnn1-c1nonc1N
→ 0.5, -1.8, 0.5, 4, 5, -1, 0.5, -0.2, 0.3, -0.8, -2
Cc1cc2nc(N=C(N)N)nc(C)c2cc1C
→ -0.6, -2.9, 3.5, -10, -31, 5, -0.5, -1.3, -1.1, -2.1, 4
CCn1cc([N+](=O)[O-])c(C(=O)Nc2ccn(C34CC5CC(CC(C5)C3)C4)n2)n1
→ 0.4, -2.9, 2.8, 6, 7, -1, -0.2, -0.1, 0.0, -1.2, 7
O=C(Nc1ccccc1)Nc1cccc(Cl)c1
→ 6.3, 3.2, 2.1, 4, 1, -2, -0.6, 0.9, 1.5, -1.3, 3
CCSc1nc2c(c(=O)n1Cc1ccccc1)SC(C)C2 (stereo not drawn)
→ -4.2, -3.7, 4.5, 8, 1, -4, -0.3, 0.3, 1.1, -1.6, 4
CC(OC(=O)Cn1cnc2c1c(=O)n(C)c(=O)n2C)C(=O)Nc1ccc(Cl)cc1 (stereo not drawn)
→ 2.4, -0.5, 0.8, -4, -7, -3, -0.5, -0.8, 1.2, -1.2, -1
O=C1CCN(CCc2ccccc2)CCN1[C@H](CSc1ccc(Br)cc1)c1ccccc1
→ -0.2, 3.2, 2.7, -2, -9, 1, 0.3, -1.9, 1.1, -0.3, -3
Fc1ccccc1NC(=S)NCc1ccccc1
→ -1.6, -2.1, -1.0, -4, -1, 0, -0.2, -0.2, 2.1, -0.9, 1
CCC1(c2ccccc2)NC(=O)N(CC(=O)Nc2ccccc2C(=O)NC2CCCC2)C1=O (stereo not drawn)
→ -3.0, -2.2, -0.6, -4, 0, -2, -1.8, 3.1, -0.3, -0.8, 7
COC(=O)c1ccc(NC(=O)c2cc3sccc3n2C)cc1
→ 2.4, -0.1, 0.0, -1, -2, 6, 0.4, -0.9, 0.6, -1.2, 1
CCCc1cc(C(=O)OCC(=O)NCCc2ccccc2)sc1C
→ 1.3, 2.0, 1.3, 3, 4, 2, 1.4, -1.3, 0.8, -0.5, 3
CC(=O)c1c(C)[nH]c(C(=O)OCC(=O)Nc2c(C)cccc2C)c1C
→ -1.5, -1.7, 0.4, 0, 1, 7, -2.8, -1.3, -1.9, -1.2, 0
Cc1cccc(Oc2cc(NC(=O)c3ccccc3)cc([N+](=O)[O-])c2)c1
→ -5.8, -4.3, -0.8, 9.0*, 22*, -5, -2.7, -3.2, -2.0, -2.3, 5

Not a hit list, and some 6.8% of all compounds hit somewhere here.
